High-throughput results as filed in PubChem.
Pol kappa inh = blocks human DNA polymerase kappa activity; Potency, µM (series often up to 107 µM), for inactives: top-dose activity, negative = inhibition, hits mostly inhibitors; actives 0.53% (n = 400,000); purified Pol kappa, fluorescent DNA synthesis assay, 10 min; AID 588579; also: potency is read from the fitted curve at half-maximal effect; % is scaled to controls: 0 for no effect and ±100 for the full control effect
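Pol kappa 10 nM + cpd, 15 min RT; start w/ substrate 50 nM final; fluorescence kinetic read, 0 and 10 min. Neg ctrl: buffer, no enzyme.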
Anesthetic bind = binds horse apoferritin like a general anesthetic. apoferritin/1-aminoanthracene competitive binding, fluorescence. AID 485281. actives 0.074% (n = 350,000). Potency, µM (series often up to 77.5 µM), for inactives: top-dose activity change, negative = displacement, hits mostly inhibitors; also: potency is read from the fitted curve at half-maximal effect; % is scaled to controls: 0 for no effect and ±100 for the full control effect; nearly all actives have a fitted effect of over 20% in size
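Probe: 1-aminoanthracene (50% saturated, PBS). Protein: horse-spleen apoferritin, 10 uM. Incubation: 10 min, room temperature. Detection: 380 nm excitation, 535 nm emission. Analysis: normalized response, four-parameter Hill.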
POLI inh = inhibitors of human DNA polymerase iota; Potency, µM (series often up to 115 µM), without a hit: top-dose activity, negative = inhibition, most hits filed as inhibitors; Q9UNA4; Pol iota fluorescent replication assay, 10 min; actives 1% (n = 390,000); also: potency is read from the fitted curve at half-maximal effect
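Pol iota at 10 nM preincubated 15 min with compounds at room temperature; reaction started with fluorescent substrate, 50 nM final. Fluorescence read kinetically at 0 and 10 min; buffer-only wells as negative control.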
ERG Ets-DNA blk = inhibitors of human ERG Ets domain-DNA interaction | fluorescence polarization, His-ERG Ets domain / labelled DNA | actives 0.028% (n = 370,000) | Potency, µM (doses to about 76.9 µM), inactives show at the top dose FP activity, negative = inhibition, usual class: inhibitors | P11308 | AID 624246; active = well fitted inhibition curve with a large enough effect in the polarisation, with a control signal flat; inconclusive = small, poorly fitted or top-dose-only effect, or effect the other way, or a change in a side signal; inactive = no such curve, though single readings can be large or run the other way; the % refers to the polarisation;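 also: polarization taken with two DNA probes labelled with fluorescein and Texas red; potency is read from the fitted curve at half-maximal effect; % of control where 0% means no effect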
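His-tagged ERG Ets domain (1 uM in the protein solution; 300mM KCl, 50mM Tris-HCl, 1mM EDTA, 1mM DTT, pH 7.5) received compound, then a probe mix of 5 nM fluorescein-DNA and 100nM Texas-615-DNA. Fluorescence polarization was read for both dyes.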
APEX1 inh = APE1 (human) endonuclease inhibition. P27695. recombinant APE1, TAMRA/BHQ-2 abasic DNA cleavage fluorescence. Potency, µM (series often up to 65.8 µM), for the others: at the highest dose activity change, negative = inhibition, most hits filed as inhibitors. actives 0.35% (n = 350,000). AID 2517;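 also: potency is read from the fitted curve at half-maximal effect; plate controls were vehicle for no effect and reference inhibitor for full effect; nearly all actives have a fitted effect of over 55% in size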
Target sequence (P27695 whole entry, looked up): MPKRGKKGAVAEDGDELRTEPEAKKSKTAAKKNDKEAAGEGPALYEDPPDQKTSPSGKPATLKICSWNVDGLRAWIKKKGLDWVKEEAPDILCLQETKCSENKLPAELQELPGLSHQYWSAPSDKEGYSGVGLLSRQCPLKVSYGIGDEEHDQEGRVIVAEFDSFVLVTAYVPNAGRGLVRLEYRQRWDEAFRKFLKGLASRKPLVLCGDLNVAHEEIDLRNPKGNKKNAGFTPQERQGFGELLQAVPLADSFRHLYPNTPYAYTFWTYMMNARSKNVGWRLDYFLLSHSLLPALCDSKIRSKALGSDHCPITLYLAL
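APE1 at 0.75 nM final was preincubated with compound 15 min at room temperature, then 50 nM double-stranded THF abasic-site substrate (5'-TAMRA/3'-BHQ-2) was added. Fluorescence (ex 525/em 598 nm) was read kinetically; third-minus-first read gave activity.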
TRHR ag = TRH receptor (human) agonism. P34981. TRHR cells, calcium flux fluo-8, FDSS agonist mode. activation, % at 2 µM. actives 0.18% (n = 360,000). AID 493084; in the data active = activation above about 30%; also: 0% is about no effect
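Steps: seed TRHR cells overnight; add fluo-8 no-wash Ca dye, RT 30 min–1.5 h; record 10 s baseline; pin-transfer compounds; monitor fluorescence 1 cycle/s for the agonist window. Calcium increases flag candidate agonists.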
12-LOX inh = inhibitors of human 12S-lipoxygenase ALOX12. P18054. purified 12hLO, xylenol orange hydroperoxide absorbance. Potency, µM (series often up to 108 µM), without a hit: at the highest dose activity change, negative = inhibition, most hits filed as inhibitors. actives 1.1% (n = 580,000). AID 1671190; also: potency is read from the fitted curve at half-maximal effect; % is scaled to controls: 0 for no effect and ±100 for the full control effect
Target sequence (P18054 whole entry, looked up): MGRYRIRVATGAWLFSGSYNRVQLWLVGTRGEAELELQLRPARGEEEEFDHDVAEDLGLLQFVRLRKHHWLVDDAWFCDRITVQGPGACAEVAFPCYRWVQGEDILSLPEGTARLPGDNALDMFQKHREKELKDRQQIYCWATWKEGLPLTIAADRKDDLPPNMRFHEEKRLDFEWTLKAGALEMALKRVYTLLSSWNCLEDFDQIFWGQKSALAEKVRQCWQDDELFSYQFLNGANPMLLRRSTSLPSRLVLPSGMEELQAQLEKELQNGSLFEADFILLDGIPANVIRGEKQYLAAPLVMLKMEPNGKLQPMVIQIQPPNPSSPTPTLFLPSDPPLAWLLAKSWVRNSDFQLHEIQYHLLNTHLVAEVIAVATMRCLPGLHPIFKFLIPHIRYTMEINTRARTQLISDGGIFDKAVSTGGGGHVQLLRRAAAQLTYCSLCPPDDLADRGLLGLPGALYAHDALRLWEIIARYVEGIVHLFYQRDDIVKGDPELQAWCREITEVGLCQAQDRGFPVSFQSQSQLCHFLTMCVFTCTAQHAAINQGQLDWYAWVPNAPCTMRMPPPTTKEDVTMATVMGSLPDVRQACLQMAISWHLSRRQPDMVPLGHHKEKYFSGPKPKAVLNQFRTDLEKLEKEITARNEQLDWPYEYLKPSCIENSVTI
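Hydroperoxide product was detected by ferrous iron/xylenol orange as the 573 to 405 nm absorbance ratio. Arachidonic acid at 40 uM (final) was turned over for 30 min at room temperature by 150 nM human 12hLO, pH 7.0 Hepes buffer, after 15 min compound preincubation.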
BLM inh = Bloom syndrome helicase (human) inhibition; P54132; Potency, µM (doses to about 56.1 µM), for the others: at the top dose activity change, negative = inhibition, actives largely listed as inhibitors; actives 0.2% (n = 350,000); recombinant BLM DNA unwinding, fluorescence dequenching;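 also: potency is read from the fitted curve at half-maximal effect; plate controls were vehicle for no effect and no enzyme for full effect; nearly all actives have a fitted effect of over 35% in size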
Pol beta inh = inhibitors of human DNA polymerase beta. actives 1.3% (n = 340,000). Pol beta primer extension/strand displacement, fluorescence kinetic. P06746. Potency, µM (top dose mostly 114 µM), for inactives: at the highest dose activity change, negative = inhibition, most hits filed as inhibitors; also: potency is read from the fitted curve at half-maximal effect; % is scaled to controls: 0 for no effect and ±100 for the full control effect
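Homogeneous kinetic assay of primer extension and strand displacement by 10 nM Pol beta, preincubated 15 min at room temperature with compound before 50 nM substrate (final) was added. Read at 0 and 10 min; four-parameter Hill fit.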
* = called active by the depositor; i = inactive; ? = inconclusive; nt = not tested or not shown; & = joins results of further samples; [ ] = dose if it differs, or a comment. Unless noted, calls follow the shape of the dose curve; as a rule, active = well fitted curve in the direction sought with a large enough effect; inconclusive = small, poorly fitted or top-dose-only effect, or another doubt; inactive = no such curve, though single readings can be large; an effect the other way counts as inactive or inconclusive. This is a subset (hit frequency here may not be typical).

Fields – Pol beta inh	12-LOX inh	Anesthetic bind	APEX1 inh	TRHR ag	POLI inh	ERG Ets-DNA blk	Pol kappa inh	BLM inh
O=S(=O)(c1ccccc1)c1cnn(-c2ccccc2)c1-c1ccc(Cl)cc1
  -1%	-8%	-5%	-1%	-0.6	7%	-6%	-3%	-10%
COc1ccc(S(=O)(=O)N2CCOCC2)cc1NC(=O)CN1CCCC1
  5%	56%[activator]	-6%	2%	0.6	153%[activator]	4%	1%	1%
O=C(COC(=O)c1cccc(S(=O)(=O)N2CCN(c3ccccc3)CC2)c1)NCC1CCCO1 (configuration not stated)
  -9%	-6%	-11%	7%	0.2	33%[activator]	-18%	-6%	-8%
O=C(Nc1ccccc1)C(=O)Nc1ccc2c(c1)N(C(=O)C1CC1)CCC2
  nt	11%	nt	-4%	0.7	-3%	0%	-21%	nt
Cc1ccc(C2CC(c3ccccc3C)n3nc(N)nc3N2)cc1 (configuration not stated)
  36%	422%[activator]	1%	14%	0.6	8%	-5%	4%	3%
CCCC(=O)Nc1ccc(C(=O)Nc2cc(C(F)(F)F)ccc2Cl)cc1
  8%	64%[activator]	-17%	23%	7.8	-15%	4%	-3%	-5%
Cc1ccc(C(=O)O)cc1NC(=S)NC(=O)c1ccc([N+](=O)[O-])cc1Cl
  5%	?	4%	-6%	0.7	-4%	-3%	2%	-2%
CC1=C(C(=O)Nc2cccnc2)C(c2cccnc2)n2nc(-c3cccs3)nc2N1 (configuration not stated)
  81%	0%	-12%	-1%	0.4	11%	0%	-15%	-1%
C[C@@]12C(=O)Nc3cc(F)ccc3C(=O)N1[C@H]1c3cc(Br)ccc3OC[C@@H]1[C@@H]2c1ccccc1
  nt	-11%	nt	17%	nt	-27%	10%	7%	nt
CCc1noc(C)c1C(=O)N(C)CC(=O)Nc1ccc(F)c(F)c1F
  nt	-10%	nt	-6%	0.1	102%[activator]	-4%	-1%	nt
O=C(NC1CCCc2ccccc21)c1ccc2c(c1)OCO2 (configuration not stated)
  -1%	-9%	-19%	1%	-1.2	7%	0%	-8%	-8%
FC(F)(F)COc1ccc(-c2nnc(SCc3ccccc3)o2)cn1
  3%	189%[activator]	-6%	-1%	0.9	139%[activator]	4%	1%	-5%
Cc1noc(C)c1CN(C(=S)NC(C)C)c1ccccc1
  13%	-13%	-9%	-1%	-0.2	i	14%	-5%	-7%
CCCN(CCC)CCCNC(=O)c1cc2cc3ccc(OC)cc3nc2o1
  0%	0%[57.4 µM]	123%[activator]	0%	-0.3	?	-2%	-5%	64%[activator]
Cc1cccc(C(=O)NNC(=O)c2ccco2)c1
  46%	-9%	5%	1%	-0.3	-13%	2%	4%[60.1 µM]	1%
CCOC(=O)C1CCN(C(=O)Nc2ccc(OC(F)(F)F)cc2)CC1
  ?	?	3%	?	-0.8	-4%	-10%	-19%	-3%
CN(c1ccccc1)S(=O)(=O)c1nnc(NC(=O)COc2ccccc2)s1
  ?	0%&11%	-7%&-11%	60%	0.5&-0.6	79µM*	18%&-3%	-15%&-13%	-6%&-8%
CN(C)CCCNc1oc(-c2cccc(Cl)c2)nc1C#N
  -26%	-15%	-8%	0%	1.1	4%	-4%	-3%	2%
CCc1ccc(C(=O)NC(=S)NCc2cccnc2)cc1
  2%	?	-18%	-9%	-1.6	5%	-7%	9%	-5%
COC(=O)c1sccc1NC(=O)CC1C(=O)NCCN1C(=O)Nc1ccc(OCc2ccccc2)cc1 (configuration not stated)
  -2%	4%	?	-3%	0.5	14%	-4%	1%	-10%
CCNC(=O)CSc1nc(-c2ccccc2)cs1
  8%	11%	-14%	-3%	0.0	69%[activator]	5%	-1%	-2%
Cc1nn(-c2ccccc2)c(N2CCCC2)c1/C=N/NC(=S)Nc1ccccc1F
  38%	?	4%	-3%	-0.2	14%	-6%	-8%	-4%
COc1ccc(Cl)cc1NC(=O)COC(=O)c1ccc(Br)o1
  nt	-17%	nt	-6%	nt	32%[activator]	1%	-6%	nt
Cc1ccc(/C=N/n2c(-c3cccs3)n[nH]c2=S)cc1
  -1%	?	-21%	-3%	-0.1	-5%	-7%	-6%	-3%
O=C(Cc1ccccc1)N/N=C/c1ccccc1Cl
  13%	0%	?	7%	-1.4	25%	-9%	-1%	-2%
COc1ccc([C@H]2[C@H](C(=O)OC(C)(C)C)N3N=Cc4ccccc4C3C23C(=O)c2ccccc2C3=O)c(OC)c1 (some centres not stated)
  1%	-9%	-13%	-3%	-1.1	?	0%	-12%	-12%
CCCS(=O)(=O)N1CCC(C(=O)NCCN(CC)c2ccccc2)CC1
  -7%	28%	-7%	-1%	0.2	8%	-5%	0%	0%
O=C(c1ccccc1F)c1cc2c(cc1[N+](=O)[O-])OCCO2
  11%	-7%	?	-5%	-0.6	19%	5%	-4%	-12%
N#CCNC(=O)c1cccn1-c1ncc(C(F)(F)F)cc1Cl
  -3%	-8%	-5%	-4%	0.7	44%[activator]	6%	0%	-1%
CC(C)(C)C(=O)NCCc1nc2ccccc2n1CCCCOc1ccc(Cl)cc1
  ?	1%	33%[activator]	nt	0.5	-3%	-1%	-23%	-7%
COc1ccc(NC(=O)N[C@@H](CCSC)C(=O)O)cc1OC
  25%	?	-6%	5%	0.7	52%[activator]	-3%	-14%	-2%
COc1ccc(/C=N/N=C2/SCC(=O)N2Cc2ccccc2)cc1
  4%	0%	-2%	15%	0.3	130%[activator]	-2%	-6%	-10%
CC1(C)CC(=O)C=C(Nc2ccc(Br)cn2)C1
  1%	-25%	-5%	-3%	-0.7	?	nt	-5%	-1%
Nc1nn(-c2ccccc2)nc1C(=O)OCc1ccccc1Br
  24%	-1%	-8%	nt	1.9	11%	1%	6%	-10%
Nc1ccc(S(=O)(=O)NC2=NCCCCC2)cc1N
  -8%	7%	-15%	-1%	1.7	110%[activator]	-4%	-12%	-9%
C/C(=N\NC(=S)NCc1ccccc1)c1ccc2c(c1)OCCO2
  9%	35µM*	-5%	-9%	-0.9	5%	-2%	-13%	-8%
COc1ccc(/C=C/c2cc[n+](C(=O)Cc3ccccc3)cc2)cc1
  -3%	2%	-12%	3%	1.7	59%[activator]	14%	-37%	-15%
Cc1c(/C=N/N=C2\CCC3C4CCc5cc(O)ccc5C4CCC23C)cnn1C (configuration not stated)
  1%	0%	-3%	-1%	0.3	7%	-5%	-4%	0%
COc1ccc(O)c(C(=O)c2cc(C#N)c(=O)n(CCN3CCOCC3)c2)c1
  32%	-1%	-9%	0%	0.8	11%	3%	-5%	0%
Cc1ccccc1N1CC(C(=O)Nc2ccc(S(=O)(=O)N3CCCCC3)cc2)CC1=O (configuration not stated)
  7%	-1%	5%	-5%	-0.9	112%[activator]	0%	3%	-8%
COc1cccc(-n2c(C)nc3c(cnn3-c3ccc(C)c(C)c3)c2=O)c1
  -3%	-14%	-17%	nt	-0.1	-2%	-4%	3%	-6%
COc1ccc(-c2nnc(SCC(=O)c3cccs3)n2-c2ccc(Cl)cc2)cc1
  -26%	-12%	?	5%	0.0	2%	-11%	-24%	-1%
CCc1nnc(NC(=O)c2ccc3nc(CC)c(CC)nc3c2)s1
  33%[activator]	4%	-4%	9%	0.0	124%[activator]	-6%	-11%	2%
COc1ccc(C2(CNC(C)=O)CCCC2)cc1OC
  14%	195%[activator]	-2%	-3%	-0.3	-11%	1%	1%	0%
COC(=O)c1c(C)[nH]c(C(=O)/C=C/c2cccc(Cl)c2)c1C
  ?	-20%	-13%	0%	1.0	14%	-3%	-5%	-13%
O=C(Nc1ccc(S(=O)(=O)N(Cc2ccccc2)c2ccccc2)cc1)c1ccccc1F
  -22%	-23%	-7%	nt	1.5	18%	-3%	0%	-5%
CC(C)C[C@H]1CN=C(Nc2ccccc2)N1CC1CCC1
  88%	-5%	3%	0%	-0.3	-20%	-3%	-5%	2%
O=C(COC(=O)/C=C/c1ccc(Cl)cc1Cl)NCC1CCCO1 (configuration not stated)
  nt	-2%	nt	4%	nt	25%	1%	-11%	nt
CCC1(CC)NC(=O)N(CC(=O)N2CCc3ccccc32)C1=O
  nt	-6%	nt	15%	nt	25%	8%	5%	nt
O=C(Cn1nc(Cc2cccnc2)c2ccccc2c1=O)NCc1ccc2c(c1)OCO2
  18%	69%[activator]	?	9%	0.0	26%	-4%	-2%	-2%
O=C(CCC1COc2ccccc2O1)Nc1ncccc1O (configuration not stated)
  1%	0%	1%	1%	-0.1	8%	4%	-25%	-3%
Cc1ccccc1CN(C)CC(=O)Nc1ccccc1-c1ccccc1
  7%[57.1 µM]	6%	43%[activator]	-3%	0.9	23%	-3%	-26%	-8%
Cc1[nH]c(=O)[nH]c(=O)c1/C=N/NC(=O)[C@@H](NC(=O)OC(C)(C)C)C(C)C
  38%	88%[activator]	-9%	1%	-0.4	0%	8%	-2%	-5%
Nc1ncnc2c1ncn2[C@@H]1O[C@H](CNC(=O)[C@@H]2C[C@H](F)CN2)[C@@H](O)[C@H]1O
  nt	13%	nt	24%	nt	-15%	1%	19%	nt
COc1cccc(N2CCN(C(=O)c3cc4c(s3)-c3c(C)cccc3OC4)CC2)c1
  1%	8%	41%[activator]	nt	-0.1	19%	-4%	-6%	-9%

In another format: results already given.
molecule: COc1ccc(-c2nnc(SCC(=O)c3cccs3)n2-c2ccc(Cl)cc2)cc1
  Pol beta inh: -26%	12-LOX inh: -12%	Anesthetic bind: ?	APEX1 inh: 5%	TRHR ag: 0.0	POLI inh: 2%	ERG Ets-DNA blk: -11%	Pol kappa inh: -24%	BLM inh: -1%
molecule: CCc1nnc(NC(=O)c2ccc3nc(CC)c(CC)nc3c2)s1
  Pol beta inh: 33%[activator]	12-LOX inh: 4%	Anesthetic bind: -4%	APEX1 inh: 9%	TRHR ag: 0.0	POLI inh: 124%[activator]	ERG Ets-DNA blk: -6%	Pol kappa inh: -11%	BLM inh: 2%
